Source: PubChem
p53 reactivator: qHTS assay for re-activators of p53 using a Luc reporter. 320,000 tested, 0.063% active. AID 504706, 2011. Potency, µM (highest dose often 92.2 µM), for inactives: at the top dose activity change, positive = activation, hits mostly activators. H1299 p53-A138V BP100-luciferase reporter, luminescence, 24 h; also: % of control where 0% means no effect; nearly all actives have a fitted effect of over 45% in size
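p53-null H1299 cells stably carrying temperature-sensitive p53-A138V and a BP100-luciferase reporter were pinned with compounds (4-point, 1:5 series) and held 24 hrs at 37 deg C. Luminescence was read 10 min after detection reagent.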
FLuc modulator: qHTS profiling assay for firefly luciferase inhibitor/activator using purifed enzyme and Km concentrations of substrates (counterscreen for miR-21 project) | AID 588342, 2011 | purified FLuc, Km substrates, luminescence inhibition | Luciferin 4-monooxygenase (Photinus pyralis), P08659 | Potency, µM (highest dose often 57.5 µM), inactives show at the highest dose activity change, negative = inhibition, usual class: inhibitors | 360,000 tested, 6.9% active;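 also: plate controls were vehicle for no effect and reference inhibitor for full effect; nearly all actives have a fitted effect of over 55% in size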
Target sequence (P08659 whole entry, looked up): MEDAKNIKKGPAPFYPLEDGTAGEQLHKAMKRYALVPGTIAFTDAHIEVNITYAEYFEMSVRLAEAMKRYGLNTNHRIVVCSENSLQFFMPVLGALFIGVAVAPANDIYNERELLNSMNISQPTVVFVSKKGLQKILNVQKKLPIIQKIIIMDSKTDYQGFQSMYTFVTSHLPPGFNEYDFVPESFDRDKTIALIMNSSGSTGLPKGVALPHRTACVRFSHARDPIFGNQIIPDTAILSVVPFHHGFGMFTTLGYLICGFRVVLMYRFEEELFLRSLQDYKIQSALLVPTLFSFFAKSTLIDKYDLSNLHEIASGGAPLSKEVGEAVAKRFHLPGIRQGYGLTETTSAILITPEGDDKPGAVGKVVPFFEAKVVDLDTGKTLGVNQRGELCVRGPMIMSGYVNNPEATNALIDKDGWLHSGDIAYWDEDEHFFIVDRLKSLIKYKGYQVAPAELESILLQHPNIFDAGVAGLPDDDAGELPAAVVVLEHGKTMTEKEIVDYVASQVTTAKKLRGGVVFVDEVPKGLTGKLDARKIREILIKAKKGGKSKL
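Purified P. pyralis luciferase, 10 nM final, with Km-level 10 uM D-luciferin and 10 uM ATP in 50 mM Tris acetate pH 7.5, 10 mM Mg acetate, 0.01% Tween-20, 0.05% BSA; 6-point qHTS titration about 60 µM downward; luminescence read.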
NPC1 prom act: qHTS Assay for NPC1 Promoter Activators; Potency, µM (doses to about 9.22 µM), for the others: top-dose activation, actives largely listed as activators; AID 485313, 2010; Huh7 NPC1 promoter luciferase reporter, 24 h; 320,000 tested, 2.4% active;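 also: % of control where 0% means no effect; nearly all actives have a fitted effect of over 60% in size; reporter is driven by a mutant NPC1 promoter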
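Luciferase expression driven by the NPC1 promoter was measured in stably transfected Huh7 cells after a 24 h compound incubation, using a luciferase reagent and a luminescence read.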
ELG1 genotox: qHTS screen for small molecules that induce genotoxicity in human embryonic kidney (HEK293T) cells expressing luciferase-tagged ELG1. HEK293T ELG1-luciferase reporter, luminescence, 16 h. Potency, µM (doses to about 46 µM), for the others: at the highest dose activity change, positive = activation, hits mostly activators. 330,000 tested, 1.3% active; also: % of control where 0% means no effect; nearly all actives have a fitted effect of over 60% in size
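Quantitative HTS format in 1536-well plates. HEK293T ELG1-luciferase reporter cells receive test compound and are incubated 16 hr at 37 °C, 5% CO2; ONE-Glo added, 30 min room temperature, then luminescence read.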
Rab9 prom act: qHTS Assay for Rab9 Promoter Activators. 320,000 tested, 2.8% active. AID 485297, 2010. Potency, µM (titrated, usually from 9.22 µM), inactives show top-dose activation, negative = inhibition, hits mostly activators. Huh7 Rab9 promoter-luciferase reporter, luminescence, 24 h; also: % of control where 0% means no effect; nearly all actives have a fitted effect of over 60% in size
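Quantitative HTS format; Huh7 Rab9-luciferase reporter cells (1500/well) receive compound 2 h post-plating, incubate 24 h at 37 °C, then get luciferase reagent for 10 min before luminescence reading.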
VP16 counter: VP16 counterscreen qHTS for inhibitors of ROR gamma transcriptional activity. Drosophila S2 Gal4-VP16 UAS-luciferase, luminescence, 20 h. Potency, µM (doses to about 53.6 µM), for inactives: at the top dose activity, negative = inhibition, most hits filed as inhibitors. 310,000 tested, 3.5% active;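 also: Gal4-VP16 expression switched on by copper sulfate through the metallothionein promoter; % is scaled to controls: 0 for no effect and ±100 for the full control effect; nearly all actives have a fitted effect of over 50% in size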
uPA generation: qHTS for Inhibitors of Cell Surface uPA Generation; cell surface uPA generation assay, qHTS; Potency, µM (top dose mostly 38.3 µM), for inactives: at the top dose activity change, negative = inhibition, actives largely listed as inhibitors; 330,000 tested, 0.31% active; active = well fitted inhibition curve with a large enough effect; inconclusive = small, poorly fitted or top-dose-only effect; inactive = no such curve, though single readings can be large or run the other way; tested in mouse RAW 264.7 cells; also: % is scaled to controls: 0 for no effect and ±100 for the full control effect; nearly all actives have a fitted effect of over 55% in size
MBNL1 CUG block: qHTS Assay for Inhibitors of MBNL1-poly(CUG) RNA binding | Potency, µM (doses to about 57.5 µM), for inactives: at the top dose activity change, negative = inhibition, hits mostly inhibitors | Muscleblind-like protein 1 (Homo sapiens), Q9NR56 | TR-FRET MBNL1-His/biotin-(CUG)12 binding, 665/545 ratio | 280,000 tested, 0.036% active; active = well fitted inhibition curve with a large enough effect in the signal ratio, with a control signal flat, not every such curve was filed as active; inconclusive = small, poorly fitted or top-dose-only effect, or effect the other way, or a change in a side signal; inactive = no such curve, though single readings can be large or run the other way; the % refers to the signal ratio; also: % is scaled to controls: 0 for no effect and ±100 for the full control effect
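MBNL1-His + Biotin-(CUG)12, cpd titration 92 nM–58 uM; Tb anti-His Ab 0.055 ng/ul, SA-XL665 5 nM (final); 60 min RT; ratiometric 665/545 nm, Ex 340 nm; normalized to buffer and full-complex controls.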
BRCA1 expr act: qHTS Assay to Identify Small Molecule Activators of BRCA1 Expression; MCF7-BRCA1-FFLuc reporter, luminescence, 48 h; response scale: scaled: vehicle 0%, 10 µM genistein 100%; Potency, µM (series often up to 46.1 µM), inactives show top-dose activation, actives largely listed as activators; 380,000 tested, 1.1% active; AID 624202, 2012; also: nearly all actives have a fitted effect of over 80% in size; some results filed as inactive show a strong effect at the top dose
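Quantitative HTS in MCF7 cells stably reporting BRCA1 expression via firefly luciferase. Compound treatment lasts 48 h at 37 °C in phenol-red free MEM. Activation is expressed relative to genistein at 10 microM and DMSO.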
RORg inh: qHTS for inhibitors of ROR gamma transcriptional activity; Nuclear receptor ROR-gamma (Mus musculus), P51450; AID 2551, 2010; 310,000 tested, 5.4% active; Potency, µM (series often up to 53.6 µM), inactives show top-dose activity change, negative = inhibition, usual class: inhibitors; Drosophila S2 Gal4-RORgamma UAS-luciferase reporter, 20 h; also: % is scaled to controls: 0 for no effect and ±100 for the full control effect; nearly all actives have a fitted effect of over 60% in size
Target sequence (P51450 whole entry, looked up, the tested form may be a part): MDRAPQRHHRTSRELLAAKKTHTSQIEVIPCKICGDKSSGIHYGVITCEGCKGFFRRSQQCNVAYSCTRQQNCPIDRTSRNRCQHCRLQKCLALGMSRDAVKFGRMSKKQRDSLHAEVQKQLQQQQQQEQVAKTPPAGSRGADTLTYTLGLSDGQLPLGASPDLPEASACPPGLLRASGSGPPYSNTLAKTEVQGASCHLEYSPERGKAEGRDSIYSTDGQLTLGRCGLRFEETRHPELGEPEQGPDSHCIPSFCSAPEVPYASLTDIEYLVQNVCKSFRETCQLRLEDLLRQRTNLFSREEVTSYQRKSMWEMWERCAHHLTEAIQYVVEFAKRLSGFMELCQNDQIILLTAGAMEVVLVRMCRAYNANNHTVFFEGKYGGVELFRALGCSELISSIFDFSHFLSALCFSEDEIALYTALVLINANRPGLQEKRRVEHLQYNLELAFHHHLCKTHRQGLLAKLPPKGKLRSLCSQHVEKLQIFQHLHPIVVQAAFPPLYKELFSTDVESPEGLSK
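Luciferase reporter read in Schneider cells carrying Gal4-RORγ (mouse) and UAS-Photinus luciferase; cells given compound 1 h before 700 uM copper sulfate induction, then incubated 20 h at ambient temperature.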
* marks the source's active call; other numbers are inactive results; ? = inconclusive; . = no result given; & = joins results of further samples; [ ] = remark or other dose. Unless noted, calls follow the shape of the dose curve; as a rule, active = well fitted curve in the direction sought with a large enough effect; inconclusive = small, poorly fitted or top-dose-only effect, or another doubt; inactive = no such curve, though single readings can be large; an effect the other way counts as inactive or inconclusive. Potency is read from the fitted curve at half-maximal effect.

The line under a structure holds: p53 reactivator | FLuc modulator | NPC1 prom act | ELG1 genotox | Rab9 prom act | VP16 counter | uPA generation | MBNL1 CUG block | BRCA1 expr act | RORg inh
- Cc1oc2c(C)c(O)ccc2c(=O)c1-c1cnn(-c2ccccc2)c1
→ -3% | 1% | 2% | -4% | -1% | ? | -5% | -2% | -2% | -42%
- Cc1ccc(C2/C=C\CC(NC(=O)OCC3c4ccccc4-c4ccccc43)CC(=O)N2Cc2ccccc2)cc1 (stereo not given)
→ 5% | . | . | -1% | . | . | -21% | . | -7% | .
- CC(=O)c1cc(CN2CCC(n3nccc3NC(=O)c3ccccc3Cl)CC2)cs1
→ -9% | -2% | -4% | -12% | -2% | 2% | 11% | -6% | -11% | -1%
- CC(=O)N1N=C(c2ccc(Cl)cc2)OC12CCCC2
→ -2% | 6% | -2% | 0% | -2% | -3% | 16% | -11% | 1% | 1%
- COc1ccc(CCNC(=O)Cn2nnc3ccccc3c2=O)cc1
→ -11% | -6% | 3% | 2% | -2% | -3% | 3% | 22% | -7% | -10%
- CCCCN1Cc2c(nc3cc(-c4ccco4)[nH]n3c2=O)C1=O
→ 3% | 17µM* | 3% | 0% | 12% | 2% | 7% | . | 6% | 5%
- Cc1nc(SCC(=O)Nc2c(C)n(C)n(-c3ccccc3)c2=O)n[nH]1
→ 9% | 1% | -3% | -1% | -4% | -11% | 0% | 24% | 0% | -11%
- CCOc1ccccc1/C=N/n1c(COc2ccccc2)n[nH]c1=S
→ -6% | 3% | 0% | -5% | 0% | ? | -3% | 0% | -2% | 4.5µM*
- Cc1nn(-c2ccccc2)c(C)c1/C=N\N1CCN(c2ccc(Cl)cc2)CC1
→ 8% | 2% | -1% | ? | -13% | 4% | 1% | -7% | -40% | 30%
- CC(C)N=C1CC(C)(C)CC(=O)/C1=C(/O)CCCN1C(=O)c2ccccc2C1=O
→ -3% | 0% | -5% | 2% | 0% | 9% | 15% | -1% | -11% | 23%

Three of the entries above in order of their number in Rab9 prom act, falling:
| structure | p53 reactivator | NPC1 prom act | Rab9 prom act | uPA generation | BRCA1 expr act | RORg inh |
| --- | --- | --- | --- | --- | --- | --- |
| CCCCN1Cc2c(nc3cc(-c4ccco4)[nH]n3c2=O)C1=O | 3% | 3% | 12% | 7% | 6% | 5% |
| CC(C)N=C1CC(C)(C)CC(=O)/C1=C(/O)CCCN1C(=O)c2ccccc2C1=O | -3% | -5% | 0% | 15% | -11% | 23% |
| CC(=O)N1N=C(c2ccc(Cl)cc2)OC12CCCC2 | -2% | -2% | -2% | 16% | 1% | 1% |

Next section
The line under a structure holds: p53 reactivator | FLuc modulator | NPC1 prom act | ELG1 genotox | Rab9 prom act | VP16 counter | uPA generation | MBNL1 CUG block | BRCA1 expr act | RORg inh
- CCCCOc1cc(NCc2ccccc2)c2ncn(C(C)C)c2c1
→ -14% | . | . | 0% | . | . | 0% | . | -63% | .
- CC1CCN(C(=O)Cc2nn(C)c(=O)c3ccccc23)CC1
→ -4% | 1% | 1% | -4% | 0% | -9% | 5% | -10% | -37% | -2%
- COc1ccc(C(=O)NCCc2cc3c(OC)ccc(OC)c3[nH]c2=O)cc1OC
→ -6% | 2% | -4% | -6% | 3% | ? | -2% | 12% | -10% | 10%
- Cc1cnc(NC(=O)CSc2c(Cl)cccc2Cl)s1
→ 1% | -13% | 2% | 1% | 1% | -6% | -1% | 0% | -13% | -37%
- O=C(Nc1ccccc1Cl)/C(Cl)=C(\Cl)S(=O)c1ccccc1 (stereo not given)
→ -14% | ? | -44%[inhibitor] | -26% | -55%[inhibitor] | 0.79µM* | 12% | -2% | -113%[inhibitor] | 0.89µM*
- Cc1nn(C2CCS(=O)(=O)C2)c(Cl)c1/C=C/C(=O)OCC(=O)Nc1ccc2c(c1)OCO2 (stereo not given)
→ -1% | 5% | -2% | -8% | 0% | 3% | 4% | 3% | -7% | 18%
- COc1ccc(NC2CCCN(C(=O)CCc3cccc(F)c3)C2)cc1 (stereo not given)
→ -28% | -2% | -6% | 6% | . | -4% | -3% | -1% | -1% | 3%
- O=C(CN1C(=O)C2C3C=CC(C3)C2C1=O)NCCc1ccccc1Cl (stereo not given)
→ -8% | 4% | -2% | 0% | 12% | 0% | 3% | -8% | 14% | 9%
- COc1ccc(S(=O)(=O)NCCC(=O)NCc2cccs2)cc1
→ -5% | -1% | -1% | 0% | -4% | 0% | 5% | -1% | 11% | 19%
- Cc1cccc(NC(=O)CCNC(=O)c2ccc(Br)cc2)c1
→ 12% | 13µM* | 27% | ? | ? | 5% | -6% | -3% | 79% | 12%

New compounds follow:
SMILES	p53 reactivator	FLuc modulator	NPC1 prom act	ELG1 genotox	Rab9 prom act	VP16 counter	uPA generation	MBNL1 CUG block	BRCA1 expr act	RORg inh
CS(=O)(=O)c1ccccc1C(=O)N1CCN(Cc2ccccc2)CC1	1%	-2%	-2%	-1%	0%	13%	-4%	-8%	18%	26%
CCc1ccc(C(=O)/C=C/c2cnn(C)c2C)s1	?	0.6µM*	4µM*	13µM*	3.5µM*	8.9µM*	-5%	23%	19%[1.84 µM]	5.6µM*
Cn1nc(C(C)(C)C)cc1C(=O)NN1CCOCC1	-8%	1%	2%	9%	2%	-13%	0%	-6%	24%	-4%
O=C(NNC(=S)Nc1ccc(F)cc1)C1CC1c1ccc(Cl)cc1 (stereo not given)	16%	-3%	2%	-6%	-5%	20µM*	2%	4%	-4%	?
O=C(NCc1ccco1)/C(=C/c1ccc(C(F)(F)F)cc1)c1nc2ccccc2[nH]1	?	12µM*	10%	?	15%	-6%	?	.	?	-3%
Nc1cc(=O)[nH]c(=O)n1CC1CC1	3%	4%	-8%	4%	-8%	0%&-7%	13%	-6%	0%	-12%&-8%
CCCCc1nnc(NC(=O)CCS(=O)(=O)Cc2ccccc2)s1	-11%	0%	1%	3%	2%	-5%	3%	-1%	6%	-24%
Cc1c(-c2cccs2)[n+](=O)c2c(n1[O-])CCC2	2%	0%	8%	1%	-4%	3%	-2%	?	1%	5%
CCOc1ccc(CCNC(=O)CCC(=O)N2CCSc3ccccc32)cc1OCC	10%	-2%	1%	-5%	-1%	0%	7%	-2%	-11%	9%
CCOC(=O)c1ccc(N2C(=O)C(O)=C(C(C)=O)C2c2ccc(O)c(OC)c2)cc1 (stereo not given)	6%	-2%	2%	0%	2%	1%	1%	?	-2%	6%
Cc1ccc(Nc2cc(C)nc3ccc(C)cc23)cc1	21%	0%	0%	-5%	-3%	1%	-3%	?	0%	-11%
CC(C)OCCCNC(=O)C(=O)NCCCOC(C)C	5%	0%	2%	0%	0%	2%	0%	1%	20%	14%
Cc1cc(/C=N/n2cnnc2)c(C)n1-c1ccc(OCc2ccc(Cl)cc2)cc1	5%	-9%	-26%	-4%	-26%	?	-9%	3%	-29%	2.8µM*
CCOc1ccc(NC(=O)c2cccs2)c([N+](=O)[O-])c1	?	?	?	?	1.6µM*	-2%	-1%	5%	?	24%
CC1Cc2ccccc2N1C(=O)COC(=O)Cn1cnc2ccccc2c1=O (stereo not given)	15%	0%	0%	-1%	16%	-5%	-1%	-12%	0%	26%

Part of the list above, reduced to Rab9 prom act, BRCA1 expr act and FLuc modulator.
Compound	Rab9 prom act	BRCA1 expr act	FLuc modulator
CCCCc1nnc(NC(=O)CCS(=O)(=O)Cc2ccccc2)s1	2%	6%	0%
Cc1c(-c2cccs2)[n+](=O)c2c(n1[O-])CCC2	-4%	1%	0%

Continued:
SMILES	p53 reactivator	FLuc modulator	NPC1 prom act	ELG1 genotox	Rab9 prom act	VP16 counter	uPA generation	MBNL1 CUG block	BRCA1 expr act	RORg inh
Cc1ccn(C(=O)c2ccc(NC(=O)C3CCCCC3)cc2)n1	6%	?	-15%	3%	1%	19%	8%	2%	17%	11%
O=C(O)c1cc(NC(=O)c2ccc3c(c2)C(=O)N(Cc2cccnc2)C3=O)cc(C(=O)O)c1	0%	1%	3%	2%	2%	-11%	-1%	?	-3%	0%
N=c1c2c(ncn1Cc1ccco1)Oc1c(ccc3ccccc13)C2c1ccccc1 (stereo not given)	-7%	3%	-5%	-3%	-3%	?	-12%	-3%	-103%[inhibitor]	?
CCOC(=O)Cc1csc(SCC(=O)c2c(N)n(CC(C)C)c(=O)n(C)c2=O)n1	-1%	3%	-10%	-6%	-16%	10µM*	-11%	9%	-5%	?
COc1ccc(-c2nc(C#N)c(NCCc3ccccc3)o2)cc1OC	?	6.7µM*	?	8.2µM*	?	0%	-7%	4%	-27%	33%
N/N=c1\sc2ccccc2n1-c1ccccc1	5%	-4%	-9%	-1%	3%	-9%	0%	-16%	-11%	11%
Cc1cc(C)n(C(=O)CN2C(=O)c3ccccc3C2=O)n1	12%	7%	-4%	7%	-3%	12%	16%	-4%	1%	19%
